Assay outcomes from PubChem BioAssay.
RAD52 inh = blocks human RAD52 DNA annealing | recombinant RAD52 DNA annealing, FRET fluorescence | inhibition, % at 18.7 µM | P43351 | 360,000 compounds, 0.46% hits;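 active = every replicate showing at least 50% inhibition; inconclusive = mean inhibition at least 50% but not in every replicate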
Target sequence (P43351 whole entry, looked up): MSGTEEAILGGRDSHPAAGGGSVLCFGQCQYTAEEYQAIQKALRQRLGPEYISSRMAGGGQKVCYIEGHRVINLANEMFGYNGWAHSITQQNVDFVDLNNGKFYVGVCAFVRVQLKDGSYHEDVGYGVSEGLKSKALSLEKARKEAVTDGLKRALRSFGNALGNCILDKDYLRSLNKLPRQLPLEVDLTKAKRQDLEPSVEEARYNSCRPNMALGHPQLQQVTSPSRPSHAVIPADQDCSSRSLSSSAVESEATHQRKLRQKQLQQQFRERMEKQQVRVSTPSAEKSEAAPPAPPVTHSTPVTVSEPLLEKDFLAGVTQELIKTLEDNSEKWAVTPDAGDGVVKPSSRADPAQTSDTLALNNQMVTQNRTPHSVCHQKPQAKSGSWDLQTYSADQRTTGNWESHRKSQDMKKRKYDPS
FN deposition inh = fibronectin deposition inhibition; AH1F fibroblasts, Alexa488-fibronectin deposition fluorescence, overnight; inhibition, % at 12.6 µM; 350,000 compounds, 0.086% hits;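 active = mean inhibition across replicates of 30% or more, regardless of how many single replicates reach that level; inconclusive = mean under 30% yet at least half of replicates reach 30%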;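 also: positive control wells lacked labelled fibronectin entirely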
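material = AH1F fibroblast monolayer depositing Alexa488-labelled fibronectin into matrix | amount = 10000 AH1F cells/well | buffer or medium = DMEM plus 2% serum, read in PBS | incubation = 1 h cell adhesion before compound, then overnight fibronectin incubation | detection = fluorescence at 485 nm excitation, 525 nm emission | evaluation = percent inhibition as loss of matrix-bound fibronectin fluorescence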
EWS-Fli inh = inhibitors of EWS/Fli oncoprotein transcriptional activity. A673 NR0B1-luciferase reporter, viability-normalised. inhibition, % at 12.6 µM. 350,000 compounds, 0.67% hits. AID 651661;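 active = mean inhibition of at least 50% after viability correction, with every replicate also passing that limit; inconclusive = mean reaches 50% but only one of two replicates passes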;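 also: firefly luciferase signal divided by Alamar Blue viability fluorescence both relative to DMSO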
XiGFP reactiv = X-chromosome reactivation activator; XiGFP mouse fibroblasts, % GFP-positive cells imaging, 3 d; cells co-treated with 5-aza-dC sensitizer; scaled so ellipticine positive control = 100%; activation, % at 7.58 µM; 360,000 compounds, 0.055% hits; AID 743238;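 active = mean normalized replicate activation at least 10% and every replicate at or above 10%; inconclusive = only one of the two criteria met; inactive = mean below 10% and not all replicates reach 10%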;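 also: 0% = median of on-plate neutral control wells and 100% = ellipticine 6 µM median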
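System: XiGFP fibroblasts, SV40-immortalized. Medium: DMEM plus 5-aza-dC sensitizer. Doses: single point. Timing: 3 d treatment, 15 min room-temperature fixation. Control set: ellipticine 6 µM.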
S100A4 MyoIIA = blocks human S100A4 binding to myosin IIA peptide. P26447. S100A4/TAMRA-MyoIIA peptide fluorescence polarization. inhibition, % at 10.7 µM. 360,000 compounds, 0.14% hits;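 active = mean inhibition of at least 70% across replicates, with every replicate also reaching that level; inconclusive = mean inhibition reaches 70% but some replicates fall short; inactive = mean inhibition below 70%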
Target sequence (P26447 whole entry, looked up): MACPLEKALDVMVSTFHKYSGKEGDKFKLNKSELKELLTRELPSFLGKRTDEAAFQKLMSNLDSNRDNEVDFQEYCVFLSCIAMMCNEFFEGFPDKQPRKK
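Compound dosing: one dose per compound; test system: human S100A4 monomer with TAMRA-labelled myosin IIA peptide; probe or stimulus: TAMRA-labelled myosin IIA heavy-chain peptide probe, 5 nM; medium: HEPES buffer with Ca2+, pH 7.2; schedule: 5 min incubation before reading; benchmarks: neutral control DMSO, positive control TFP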
E-selectin induc = E-selectin induction on HUVECs | P16581 | HUVEC E-selectin immunofluorescence imaging; normalized: neutral wells 0, TNF-alpha wells 100 | activation, % at 7.58 µM | 260,000 compounds, 0.37% hits | AID 686992;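 active = mean E-selectin-positive cell signal at least 10% of the positive control, reached in at least 60% of replicates, without over 20% cell loss; inconclusive = no rule given, readout overlaps actives, possibly toxicity-flagged; inactive = the rest, including those meeting only one limit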;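 also: in these data hits start at about 27%; measured in HUVEC primary endothelial cells; signal is the percent of cells scored E-selectin positive by PE staining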
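Test system – human umbilical vein endothelial cells (HUVEC), E-selectin induction · Input – 3,000 HUVEC seeded per well · Buffer or medium – EGM-2, gelatin · Compound dosing – single-point compound dose · Detection – immunofluorescence imaging · Measure – percent E-selectin-positive cells · Controls – TNF-alpha high, DMSO low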
RAD54 inh = inhibitors of human RAD54 branch migration. Q92698. RAD54 Holliday junction branch migration, FAM/BHQ fluorescence. inhibition, % at 10.4 µM. 360,000 compounds, 0.14% hits. AID 602329;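 active = mean normalized replicate activity at least 40 and at least half of replicates scoring 40 or more; inconclusive = only one of the two criteria met; inactive = mean below 40 and under half of replicates reaching 40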;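 also: 0% = median of neutral control wells and 100% = median of positive control wells; inhibitors cause a drop in the FAM fluorescence signal; in these data hits start at about 50%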
esBAF inh = SWI/SNF esBAF complex inhibition; 350,000 compounds, 2% hits; reporter increase, % at 12.5 µM; mouse ES cells, Bmi1-luciferase knock-in reporter, 24 h; 100% = twice the neutral-well signal; in the data active = activation above about 40%; inconclusive = no clear call, values can overlap the other calls;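 also: 0% = median of the plate's neutral control wells and 100% = double that signal; a rise in the Bmi1 reporter signal indicates esBAF inhibition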
Active calls of the source: *; ? = inconclusive; / = no result given. Not a hit list. About 3% of those tested had a hit in this group.

SMILES	RAD52 inh	FN deposition inh	EWS-Fli inh	XiGFP reactiv	S100A4 MyoIIA	E-selectin induc	RAD54 inh	esBAF inh
CCC1=NN(C(=O)c2ccc(Br)cc2)C(O)(c2ccc(C)cc2)C1 (stereo not given)	-6	-4	0	0.0	-5	-1.1	/	/
C=CC[C@@H](CC(=O)NCCO)C(=O)N[C@@H](COC(=O)[C@@H](CC=C)Cc1ccc(F)cc1)Cc1ccccc1	-14	-4	-1	0.0	2	0.0	1	-1
COc1ccc(-c2noc([C@@H]3O[C@H](CO)[C@H](O)[C@H](O)[C@H]3O)n2)cc1OC	-5	8	10	-0.1	0	0.2	-1	-3
C[C@@H]1CCCCO[C@@H](CN(C)Cc2ccc(C(=O)Nc3ccccc3N)cc2)[C@@H](C)CN([C@H](C)CO)C(=O)c2cc(NC(=O)Cc3ccccc3)ccc2O1	27	/	31	0.0	1	0.1	/	/
CCNC(=O)C[C@@H]1CC[C@H](NS(=O)(=O)c2ccc(C)cc2)[C@H](CO)O1	-5	/	5	0.1	12	0.1	2	-3
COC(=O)c1cc(S(=O)(=O)NCC2CCN(Cc3cc(C)ccc3C)CC2)c[nH]1	-17	-9	5	0.3	-2	/	1	-6
C[C@@H]1CN([C@@H](C)CO)S(=O)(=O)c2ccc(-c3cncnc3)cc2O[C@H]1CN(C)C(=O)Cc1ccccc1	-4	/	-5	-1.4	-16	-0.2	1	0
O=C(Cc1ccc(Br)cc1)NCCN1CCOCC1	-2	-4	3	0.1	-6	/	/	-6
CCOC(=O)COc1cccc2c(=O)n(CC(=O)NCc3ccc(F)cc3)ccc12	-6	7	21	0.5	?	/	4	-9
O=C(CSc1ccc2ccccc2n1)NCCCN1CCCC1=O	-5	-9	-3	0.2	-7	/	5	-6
O=C(NNC(=O)C1CCN(S(=O)(=O)c2ccc(Cl)cc2)CC1)c1ccccc1	-4	4	2	0.0	17	/	-7	/
Cc1noc(C)c1NC(=O)Nc1ccc2c(c1)CC(=O)N([C@H](C)CO)C[C@H](C)[C@@H](CN(C)CC1CC1)O2	-5	5	-3	-1.0	-35	-0.2	10	-3
CCc1ccc([C@@H]2C[C@H]3[C@@H](CN2S(=O)(=O)c2ccc(C)cc2)C(=O)C[C@@H](c2cccc(Cl)c2)N3S(=O)(=O)c2ccc(C)cc2)cc1	9	-3	-30	0.1	1	0.6	-7	3
O=C(CN1CCOCC1)Nc1nc(-c2ccccc2Cl)cs1	-2	-1	-1	0.3	-2	0.1	6	2
COc1ccc(C(C)(NC(C)=O)c2nc(-c3cccc(F)c3)cs2)cc1 (stereo not given)	7	/	-5	0.0	-5	0.2	-11	7
O=C(Cn1ncc(Cl)c(Cl)c1=O)N1CCOCC1	3	5	48	-0.1	-3	0.1	/	/
Cc1cc(NC(=O)CSc2nnc(-c3ccccc3)o2)no1	-9	0	-2	0.1	17	/	/	/
CCOc1ccc(-c2nc(CSCC(=O)NCCCN3CCCC3=O)c(C)o2)cc1	-7	-7	8	0.0	4	/	9	-40
COCC(=O)N1CC2(C1)CN(C(=O)COC)[C@H](CO)c1c2c2ccc(OC)cc2n1C	6	/	-10	0.1	-19	0.2	/	/
CC(C)(C)n1ncc2c(=O)n(CC(=O)N3CCCC3)cnc21	2	/	-4	0.0	0	/	/	/
O=[N+]([O-])c1cccc(COc2ccc(CN3CCCCC3)cc2)c1	-11	6	-42	0.0	0	0.1	6	35
O=C(CSc1ncccn1)N1CCCc2ccccc21	-5	-12	-2	0.2	1	/	/	/
CC(C)c1nnc(SCC(=O)NC(C)(C)C)n1C	-10	-4	3	0.0	1	/	/	/
CCOC(=O)c1cc(-c2ccccc2)sc1NC(=O)C(C)C	-6	3	-8	0.4	-3	4.4	/	/
COC(=O)C1=C(C)N(Cc2ccc(C(F)(F)F)cc2)C(=NCc2ccccc2)NC1c1cccc(Cl)c1 (stereo not given)	-36	4	34	-0.1	-12	-0.4	/	/
COC(=O)C[C@H]1C=C[C@@H](NC(=O)c2ccncc2)[C@@H](CO)O1	-13	5	-11	-0.1	2	0.0	/	/
COc1ccc(C)cc1NC(=O)NC1CC(=O)N(c2ccc3c(c2)OCCO3)C1 (stereo not given)	-9	-6	-9	0.7	-4	0.1	-8	-3
COC(=O)c1ccc(=O)c2nc3/c(=C/O)c(O)cc(=O)c3[nH]c12	5	/	-11	/	-16	/	-6	-2
C[C@@H]1CN([C@H](C)CO)S(=O)(=O)c2ccc(C#Cc3ccccc3)cc2O[C@H]1CN(C)C(=O)c1ccccn1	4	3	12	0.1	5	-0.1	-8	7
CC(C)Cc1nc(SCC(=O)NCC2CCCO2)c2c(=O)n(C)c(=O)n(C)c2n1 (stereo not given)	-22	/	/	0.2	0	0.2	-4	/
Cc1nc(-c2ccc(F)cc2)c(CC(=O)Nc2cccc(S(=O)(=O)N3CCOCC3)c2)s1	-6	-6	3	-0.2	-3	-0.3	3	-4
COc1cccc(NC(=O)CN(C)C(=O)/C=C/c2cn(Cc3ccccc3)nc2-c2cccnc2)c1	-164	9	9	1.2	4	/	/	/
CCN1CCCC1CNC(=O)Cn1nc(C)n2c(cc3cc(F)ccc32)c1=O (stereo not given)	-10	-9	-3	0.0	1	/	3	-2
Nc1nnc(SCCCC(=O)c2ccccc2)s1	-19	4	-39	0.2	4	/	/	/
O=C(Cc1ccccn1)N1CC2(C1)[C@@H](c1ccccc1)[C@@H](CO)N2C(=O)c1cccnc1	-220	/	1	0.2	14	0.3	/	/
Cc1nn(C)cc1S(=O)(=O)Nc1ccc2c(c1)OCCO2	-1	1	-45	0.0	-6	/	/	/
CC(C)NC(=O)N[C@H]1CC[C@H](CCn2cc(-c3ccc(F)cc3)nn2)O[C@H]1CO	1	/	-7	0.2	6	-0.6	2	9
COC(=O)c1cc(S(=O)(=O)NCCN2CCOCC2)cn1C	-4	-12	/	0.1	0	/	-11	-2
CCCCOc1ccc(-c2nc(/C=N/c3nccs3)c(O)o2)cc1	-117	/	-11	-0.1	28	/	-5	17
C[C@H]1CN([C@@H](C)CO)C(=O)c2cc(-c3ccc(C#N)cc3)cnc2O[C@H]1CN(C)C(=O)c1ccccc1	-2	-2	-4	0.1	4	-0.1	-9	-2
COc1ccc(OCC(=O)Nc2ccc3c(c2)C(=O)NC3=O)cc1	9	19	-1	0.0	17	/	1	3
C[C@@H]1CN([C@@H](C)CO)C(=O)c2cc(C3=CCCC3)cnc2O[C@@H]1CN(C)Cc1ccc(C(=O)O)cc1	-1	-2	0	-0.6	-17	-0.3	-9	-5
CC(=O)N(C)C[C@H]1Oc2cc(C#CCC3CCCC3)ccc2S(=O)(=O)N([C@@H](C)CO)C[C@@H]1C	5	9	10	-1.1	-32	0.2	0	1
Fc1ccc(CNC(=S)Nc2ccccc2F)cc1	-5	2	-2	0.0	4	/	0	7
Cc1cccc(N2CCN(C(=O)c3cccc(S(=O)(=O)N4CCCCC4)c3)CC2)c1C	-14	6	-4	0.0	-4	-0.1	-5	13
O=C(/C=C/[C@H]1O[C@@H](n2ccc(=O)[nH]c2=O)[C@H](O)[C@@H]1O)NCCc1c[nH]c2ccccc12	-7	-5	2	0.0	-13	-0.2	7	-1
CCc1ccc(CN(C(=O)c2oc3ccccc3c2C)C2CCS(=O)(=O)C2)cc1 (stereo not given)	-6	3	10	0.2	7	0.5	8	-2
COc1cc(C(c2sc3ncnn3c2O)N2CCN(c3ccccc3F)CC2)cc(OC)c1OC (stereo not given)	3	3	0	0.4	1	0.4	1	-3
COC(=O)CC(c1ccc(C#N)cc1)n1c(C)ccc1C (stereo not given)	-31	5	6	0.1	-2	?	1	-1
Cc1cc(C)n2c(Nc3ccc4c(c3)OCCO4)c(-c3cc4ccccc4o3)nc2n1	-16	10	36	-0.1	1	0.0	/	/
C[C@@H]1CCCCO[C@H](CN(C)S(=O)(=O)c2ccc(Cl)cc2)[C@H](C)CN([C@H](C)CO)C(=O)c2cc(NS(C)(=O)=O)ccc2O1	-25	/	-1	-0.9	11	-0.1	1	-4
Cc1cccc(NC(=O)C2CCCN(C(=O)Nc3ccc(F)cc3)C2)c1C (stereo not given)	-8	-6	/	0.0	0	/	7	9
O=C(c1cnccn1)N1CC(=O)N2[C@H](CO)[C@H](c3ccc(-c4ccccc4)cc3)[C@@H]2C1	-16	/	4	0.7	14	0.2	/	/
O=S(=O)(c1ccc(F)c(F)c1)N1CCN(S(=O)(=O)c2cccs2)CC1	-9	-5	5	0.1	0	0.7	-2	1
CCOC(=O)c1cn(CC)c2cc(N3CCCCC3)c(F)cc2c1=O	-7	0	/	/	-1	/	-3	/
CC(C)OC(=O)CSc1nnc(C2CCCCC2)n1N	-9	-1	-2	0.4	-2	4.9	-14	/
C[C@@H]1CN([C@@H](C)CO)C(=O)c2cccc(NS(=O)(=O)c3ccc(F)cc3)c2O[C@H]1CN(C)S(=O)(=O)c1ccccc1	-8	/	-9	-0.8	11	-0.3	-1	-1
C[C@@H]1CN([C@H](C)CO)C(=O)c2cccc(NC(=O)NC3CCCCC3)c2O[C@@H]1CN(C)C(=O)NC1CCCCC1	5	/	-5	-0.1	7	0.0	6	6
O=C(Cc1ccccn1)NCC[C@H]1CC[C@H](NC(=O)CN2CCOCC2)[C@@H](CO)O1	-35	10	7	-0.6	4	0.6	0	-3
O=C(Nc1ccc2c(c1)OCCO2)C1c2ccccc2OCC(=O)N1CCCN1CCOCC1 (stereo not given)	4	-9	3	0.1	-6	-0.1	/	/

Following part:
SMILES	RAD52 inh	FN deposition inh	EWS-Fli inh	XiGFP reactiv	S100A4 MyoIIA	E-selectin induc	RAD54 inh	esBAF inh
CCSc1nc(N)nc2c1ncn2C1OC(CO)C(O)C1O (stereo not given)	-55	/	-6	0.0	-3	-1.3	-1	/
C/C=C/c1ccc([C@@H]2[C@H](CO)N(C(=O)CN(C)C)C23CN(C(=O)C2CCCCC2)C3)cc1	9	/	12	0.2	-4	-0.2	/	/
NC(=O)COC(=O)c1sc2cc(F)ccc2c1Cl	-3	4	10	0.3	2	0.1	-5	-4
C[C@@H]1CCCCO[C@@H](CN(C)S(=O)(=O)c2ccccc2)[C@@H](C)CN([C@H](C)CO)C(=O)c2cc(NC(=O)c3ccccc3)ccc2O1	-31	1	8	0.1	-11	/	2	-2
Cc1ccc(CN2C(=O)C(=O)c3cc(C)ccc32)cc1	-27	-2	12	0.4	-12	/	4	-17

Shown with values under each structure: entries from further up
Sequence of screens: RAD52 inh, FN deposition inh, EWS-Fli inh, XiGFP reactiv, S100A4 MyoIIA, E-selectin induc, RAD54 inh, esBAF inh
Fc1ccc(CNC(=S)Nc2ccccc2F)cc1
  -5, 2, -2, 0.0, 4, /, 0, 7
CCOc1ccc(-c2nc(CSCC(=O)NCCCN3CCCC3=O)c(C)o2)cc1
  -7, -7, 8, 0.0, 4, /, 9, -40
